Polio RdRp inh: inhibitors of poliovirus RNA polymerase binding and polymerization | poliovirus polymerase elongation, fluorescence polarization; hits give low values | % elongation, % (compound at 16.7 µg/mL) | P03300 | AID 588519 | hit rate 0.66% among 150,000; in the data active means % elongation below about 90%; further: some results filed as inactive read as strong as hits
Target sequence (P03300 1749-2209 limits assumed): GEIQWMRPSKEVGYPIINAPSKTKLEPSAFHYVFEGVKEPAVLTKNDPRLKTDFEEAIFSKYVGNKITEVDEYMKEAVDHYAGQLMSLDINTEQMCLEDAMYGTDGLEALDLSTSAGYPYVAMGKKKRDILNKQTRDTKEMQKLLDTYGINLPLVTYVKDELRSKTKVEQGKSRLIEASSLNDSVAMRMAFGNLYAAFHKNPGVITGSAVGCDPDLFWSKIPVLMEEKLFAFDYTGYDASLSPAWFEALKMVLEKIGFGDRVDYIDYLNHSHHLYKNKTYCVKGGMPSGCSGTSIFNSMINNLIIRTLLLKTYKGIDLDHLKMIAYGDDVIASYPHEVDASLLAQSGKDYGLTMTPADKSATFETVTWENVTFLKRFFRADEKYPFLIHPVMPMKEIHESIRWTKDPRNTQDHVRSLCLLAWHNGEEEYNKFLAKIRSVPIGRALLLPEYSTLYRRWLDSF
Polio RdRp inh FP z-score: also measured in Polio RdRp inh; calls as there; z-score; measured here: FP z-score; hits read low
Active calls of the source: *; & = joins results of further samples.

SMILES	Polio RdRp inh	Polio RdRp inh FP z-score
COCCN1C(=O)c2[nH]nc(-c3c(C)cc(C)cc3O)c2C1c1cccc(O)c1 (centres undefined)	103.0	-1.3
Cn1ccnc1SCc1cn2ccccc2n1	107.0	2.1
O=S(=O)(NCCc1nnc2ccc(SCc3c(F)cccc3Cl)nn12)c1ccccc1	103.0	-0.4
O=C(Nc1ccc(C(F)(F)F)cc1)Nc1ccc(C(F)(F)F)cc1	102.0	-0.2
Cc1sc2nc[nH]c(=O)c2c1C	94.0	-0.5
CC(C)(C)NCC(O)COc1c(Br)ccc2c1sc1nc3n(c(=O)c12)CCCCC3 (centres undefined)	69.0*	-4.7*
O=C(/C=C/c1ccccc1)N1CCOCC1	99.0	-0.2
COC(=O)c1c(SCC(=O)NC2CCCCC2)[nH]c2ccccc2c1=O	99.0	-1.2
C=CCc1ccc(OCc2ccccc2)c(OC)c1	109.0	0.8
COc1ccc(-n2ncc3c(NC4CCCC4)ncnc32)cc1	106.0	-0.1
O=C(O)CNCc1c(Cl)cccc1Cl	100.0	-0.7
CCCNC(=O)CN	109.0	0.7
CCn1nc(C)c(C(C#N)N2N=C(C)CC2c2ccccc2)c1C (centres undefined)	104.0	1.1
COc1ccccc1NC(=O)c1c(C)cc(C)nc1SCC(=O)Nc1ccc(C)cc1	104.0	-0.6
COc1cccc(C(=O)Nc2ccc3nc(SCCOc4ccccc4)sc3c2)c1	107.0	0
N#Cc1nn(-c2ccccc2)c(=O)[nH]c1=O	102.0	-0.3
CCCSc1nc(=O)c2c(n1C)NC(=O)CC2c1cccc(F)c1F (centres undefined)	107.0	0.2
CCCCOc1ccc(S(=O)(=O)Nc2ccc(-c3ccc(N4CCCCCC4)nn3)cc2)cc1	105.0	-0.2
CCN1CCN(C(c2cccs2)C(C)NC(=O)c2ccccc2)CC1 (centres undefined)	104.0	1.8
O=C(COC(=O)C12CC3CC(CC(C3)C1)C2)c1ccc(Br)cc1	103.0	0.5
COc1ccc(CCNC(=O)C2CCN(S(=O)(=O)c3c(C)noc3/C=C/c3ccc(C)cc3)CC2)cc1OC	105.0	-0.2
COc1ccc(-c2nnc(SC(C)C)n2-c2ccccc2)cc1	105.0	0.7
COCCn1ccc2c(OCC(=O)Nc3c(C)cc(C)cc3C)cccc2c1=O	101.0	-1.4
COc1cc(/C=N/n2c(=O)[nH]c3ccccc3c2=O)ccc1OCC(=O)O	104.0	0.3
CCc1cccc(NC(=O)Cn2ccn3nc(-c4ccc(OC)c(OC)c4)cc3c2=O)c1	103.0	-0.4
Continuation:
SMILES	Polio RdRp inh	Polio RdRp inh FP z-score
CC(C)CCN(C)C1CCN(S(=O)(=O)c2cccc(Cl)c2)CC1	104.0	1.5
CCNC(=O)Cn1c(=O)c(=O)n(Cc2ccccc2)c2ccc(Cl)cc21	103.0	0.3
N#CCOC(=O)C1c2ccccc2Oc2ccccc21	103.0	0.1
O=C(CSc1nnc(-c2ccc3c(c2)OCO3)n1-c1ccccc1)NC1CCCC1	98.0	-0.9
S=c1n(CN2CCOCC2)nc(-c2ccccc2Br)n1-c1ccccc1	103.0	0.4
Cc1ccc(S(=O)(=O)N(C)c2nc3ccccc3nc2N2CCCC(C(N)=O)C2)cc1 (centres undefined)	101.0	-0.2
O=C(CCS(=O)(=O)Cc1ccccc1)N1CCN(c2ccccc2)CC1	103.0	1.5
O=S1(=O)c2ccccc2N(Cc2cccc(F)c2)c2ccccc21	103.0	-0.7
Cc1nc2cc(N=Cc3ccc(Cl)cc3)ccc2n1Cc1ccccc1	104.0	0.9
c1cc(OC2CCNCC2)cc(-n2cnnn2)c1	105.0	1.5
O=C(COc1ccccc1F)Nc1ccc(Cl)c(-c2nc3ccccc3[nH]2)c1	102.0	-0.3
O=C1c2ccccc2C(=O)C1c1ccccc1	101.0&101.0	0.2&0.3
C/C(=N\NC(=O)Cc1csc(C)n1)c1ccc(C)cc1	101.0	0
Cc1ccc(C2c3[nH]c4ccccc4c3CCN2C(=O)CCc2ccccc2)cc1 (centres undefined)	103.0	-0.9
Cc1cc(C)c2c(N)c(C(=O)NCC3CCCCC3)sc2n1	104.0	1.1
COc1ccc(N2CCN(C(=O)CSc3n[nH]c(-c4ccccc4)n3)CC2)cc1	105.0	-0.7
C#CC(CC)(CC)NC(=O)CCc1nc2sc3c(c2c(=O)[nH]1)CCCC3	109.0	0.8
O=c1c2oc3ccccc3c2[nH]c(=S)n1Cc1cccs1	103.0	0.4
Cc1cc(-n2ccnc(NCCc3ccc(S(N)(=O)=O)cc3)c2=O)ccc1Br	104.0	-0.5
O=C(COC(=O)CCc1ccccc1)NC12CC3CC(CC(C3)C1)C2	102.0	0.3
Cc1noc(C)c1COC(=O)Cc1c[nH]c2ccccc12	106.0	0.4
CC1CCN(C(=O)c2oc3ccccc3c2NC(=O)c2ccccc2F)CC1	99.0	-1.3
Cc1ccc(Nc2c(-c3ccc(C)s3)nc3ncccn23)cc1	109.0	-0.8
CCOc1ccccc1NC(=O)CN1C(=O)C2(SCC(=O)N2c2cccc(F)c2)c2ccccc21 (centres undefined)	108.0	0.3
Cc1ccc(NC(=O)Cn2c(=O)n(Cc3ccccc3)c(=O)c3c(C)c(C(=O)N(C)C)sc32)c(C)c1	106.0	-0.1
Additional structures follow.
SMILES	Polio RdRp inh	Polio RdRp inh FP z-score
O=C(Cn1nnc2sc(-c3ccccc3)cc2c1=O)Nc1cccc(C(F)(F)F)c1	126.0	3.2
Cc1ccc(NCc2cc(=O)[nH]c3ccccc23)cc1	99.0	-0.7
CC(C)N(C(=O)Cn1cc(S(=O)(=O)Cc2ccc(Br)cc2)c2ccccc21)C(C)C	118.0	0.4
COc1ccc(S(=O)(=O)Nc2cccc(-c3ccc(N4CCCC4)nn3)c2)cc1F	112.0	1.5
Cc1nc(SCC(=O)NN2C(=O)NC3(CCCCC3)C2=O)c2ccccc2n1	107.0	0.5
CCNC(=O)C1CC(=O)N(c2ccc(C)cc2)C1 (centres undefined)	101.0	0
O=C(CSc1ncccn1)n1c2c(c3ccccc31)CCCC2	104.0	0.9
COc1ccc(C2CC(=O)Nc3cc4c(cc32)OCO4)c(OC)c1 (centres undefined)	109.0	0.8
Cc1nc(-c2ccc(S(=O)(=O)NCc3ccc(OC(C)C)cc3)cc2)co1	110.0	0.7
Cc1cc(NCc2cccnc2)n2ncnc2n1	101.0	-0.4
CC(C)(C)c1cc(C(=O)NN)n(Cc2ccccc2)n1	102.0	0.1
Cn1c(C(=O)NCc2ccc(F)cc2)cc2cc(S(=O)(=O)N3CCCCC3)ccc21	115.0	1.4
c1ccc(-c2nnc(SCc3cccnc3)o2)cc1	103.0	0.5
CC(=O)N1CCc2c(sc3c2c(=O)n(Cc2ccccc2)c(=O)n3CC(=O)Nc2ccc(C)c(F)c2)C1	103.0	-0.4
O=C(NC(=O)c1ccccc1F)OCc1ccc(Cl)cc1Cl	103.0	-0.3
CCOC(=O)c1oc2ccccc2c1NC(C)=O	103.0	0.2
O=C(CN1C(=O)NC2(CCCC2)C1=O)c1ccccc1	112.0	0.7
O=c1cc[nH]c(=S)[nH]1	99.0	0
COC(=O)CN1C(=O)CSc2ccc(S(=O)(=O)Nc3ccccc3)cc21	107.0	0
CN1CC=C(/C=C/c2ccc(-c3nc4ccccc4s3)o2)CC1	93.0	-3.3
C[C@H]1O[C@@H](n2cnc3c(N)ncnc32)[C@H](O)[C@@H]1O	101.0	0
CCN(CC)S(=O)(=O)c1ccc(NC(=O)Cn2c(=O)cnc3ccccc32)cc1	104.0	0
Cc1ccccc1NC(=O)Cn1ncc2ccccc21	101.0	-1.2
COC(=O)C1=CN(C(CC(C)C)C(=O)OC)C=C(C(=O)OC)C1c1ccc(Br)cc1 (centres undefined)	104.0	0.6
CCn1c(=O)c2cc(C(=O)N(C)c3cc(Cl)c(OC)cc3OC)sc2c2ccccc21	108.0	0.5

Complete entries, quoted from the list:
Profile of Cc1cc(NCc2cccnc2)n2ncnc2n1 : Polio RdRp inh: 101.0; Polio RdRp inh FP z-score: -0.4
Profile of COc1ccc(S(=O)(=O)Nc2cccc(-c3ccc(N4CCCC4)nn3)c2)cc1F : Polio RdRp inh: 112.0; Polio RdRp inh FP z-score: 1.5

Other records follow.
SMILES	Polio RdRp inh	Polio RdRp inh FP z-score
COc1cc(C(=O)OCn2c(=O)oc3ccccc32)cc(OC)c1OC	104.0	0.6
Cc1cc(-n2c(C)cc(/C=C3\SC(=NC4CCCC4)NC3=O)c2C)no1	101.0	-0.3
CC1(C)C2CC=C(CNc3ccc4c(c3)OCO4)C1C2 (centres undefined)	87.0	-3.8
COC(=O)Cn1c(=O)c(=O)n(CC(=O)OC)c2ccccc21	102.0	0.4
CCc1ccc(CNC(=O)CCc2cn(Cc3ccccc3)c3ccccc23)cc1	104.0	1.1
Cc1nnc(NC(=O)CSCc2cc(=O)c3ccccc3[nH]2)s1	106.0	-0.1
COc1cc(NC(=O)CCc2c(C)nn(-c3ccc(N4CCOCC4)nn3)c2C)cc(OC)c1OC	106.0	0
COc1ccccc1-c1cc(C(F)(F)F)nc(S(=O)(=O)CCCC(=O)Nc2ccc(F)c(Cl)c2)n1	106.0	0.3
Cc1cccc2sc(N3CCN(C(=O)CS(=O)(=O)c4ccc(F)cc4)CC3)nc12	110.0	0.9
N#Cc1ccccc1NC(=O)CSc1nc(-c2ccccc2)cc(C(F)(F)F)c1C#N	118.0	1.7
N/C(=N\c1nc(-c2cccs2)cc(C(F)(F)F)n1)Nc1cccc(Cl)c1	95.0	-2.3
CC(=O)c1ccc(N2CCN(C(=O)c3cn(C)c(=O)c4c3c3ccccc3n4C)CC2)cc1	107.0	0.6
CC1(C)CC(=O)C(N=Nc2ccc3c(c2)OCO3)=C(O)C1	102.0	0.5
CC(C)CCNC(=O)Cn1c(SCc2c(F)cccc2Cl)nc2ccncc21	103.0	0
Clc1ccc(OCCn2cnc3ccccc32)cc1	103.0	0.2
COc1ccc2c(c1)c(=O)c(S(=O)(=O)c1ccc(F)cc1)cn2Cc1ccccc1Cl	103.0	-0.5
CCC(C)[C@@H](C(=O)NCc1ccc(F)cc1)N1Cc2ccccc2C1=O (some centres undefined)	103.0	0.6
CCc1c(C)sc2c1CCN(Cc1ccc(F)cc1)C2c1ccccc1 (centres undefined)	112.0	1.2
Cc1cccc(OCc2cc(=O)n3c4c(sc3n2)CCCC4)c1C	114.0	1.6
CC(=O)O[C@@H]1[C@@H](OC(C)=O)[C@@H]2OC[C@@H](O2)[C@H]1OC(C)=O	103.0	-0.2
CCOC(=O)Nc1ccc(NC(=O)OCC)cc1	104.0	0.6
Cc1nc2ccccc2c2c1C(=O)CC(c1ccc(F)cc1)=N2	101.0	-0.4
CCCCC(C(=O)Nc1ccc(F)cc1)N1C(=O)c2ccccc2C1=O (centres undefined)	104.0	0.6
O=C(NC1CCCC1)C(Sc1ccccc1)c1ccccc1 (centres undefined)	100.0	-0.5
O=C(Cn1c(=O)n(CCCC(=O)NC2CCCC2)c(=O)c2ccccc21)NCCC1=CCCCC1	100.0	-0.1
Further entries
SMILES	Polio RdRp inh	Polio RdRp inh FP z-score
O=S(=O)(Nc1ccc(C(F)(F)F)cc1)c1ccc2c(c1)OCCO2	108.0	0.4
COC(=O)Cc1c(C)c2ccc3c(c2oc1=O)CN(Cc1cccc(OC)c1)CO3	102.0	0.1
CCn1cc(C(=O)NCc2ccccc2)c(=O)c2cc(S(=O)(=O)N3CCCC3)ccc21	102.0	0.3
CN1C(=O)C(O)(CC(=O)c2ccccc2)c2ccccc21 (centres undefined)	106.0	0.3
CC(C)C(=O)NC(=S)Nc1ccc(-c2nc3ncccc3o2)cc1	101.0	-0.3
N#CCn1c(C(F)(F)F)nc2c(cnn2-c2ccccc2)c1=O	45.0	-4.2
CCc1cc2c3c([nH]c2cc1S(=O)(=O)Nc1cccnc1)CCCC3=O	101.0	0.2
O=c1c2ccccc2n(Cc2ccccc2F)c(=O)n1-c1cccc(F)c1	106.0	0
CC(C)N(Cc1nc(-c2ccccc2)no1)C(=O)c1cccs1	103.0	0.6
COC(=O)CC1SC(=O)NC1=Nc1cccc(C)c1 (centres undefined)	99.0	-0.2
NC(=O)c1ccsc1NC(=O)Cc1c[nH]c2ccccc12	112.0	0.5
O=S(=O)(Nc1nc2ccccc2nc1SCCO)c1cc(F)ccc1F	105.0	0.3
CC(C)(C)c1ccc2c(c1)CN(c1ccc(F)cc1)CO2	101.0	0.2
CC(C)(C)c1ccc(C(=O)NCCN2CCOCC2)cc1	107.0	0.5
O=C(COC(=O)CC1CC2CCC1C2)NC1CC1 (centres undefined)	100.0	-1.1
CCCN1C(=O)/C(=N\OCC(=O)Nc2cccc(Cl)c2)c2ccccc21	102.0	-0.1
Cc1csc(=O)n1CC(=O)OCC(=O)c1ccc(Cl)s1	109.0	0.9
CCC(CC)C(=O)Nc1ncc2c(n1)CC(C)CC2=O (centres undefined)	102.0	0.2
O=C(CCc1nc2cccnc2n1-c1ccccc1)NC1CCCC1	100.0	-0.3
C=Cc1ccc(CN2C(=O)N(c3cccc(Cl)c3)S(=O)(=O)c3ccccc32)cc1	110.0	0.6
CC1CCN(CCCNC(=O)c2cn(C)c3ccc(S(=O)(=O)N(C)C4CCCCC4)cc3c2=O)CC1	108.0	0.7
CCOC(=O)C1CCN(C(=O)c2cccs2)CC1	104.0	0.5
Cc1ccc(OCC(=O)OCc2cc(=O)n3nc(C4CCCCC4)sc3n2)cc1C	106.0	0
Cc1ccc(-n2c(CCC(=O)OCC(=O)Nc3cc(C)on3)nc3ccccc3c2=O)cc1	104.0	0.2
O=C1NC(=O)N(Cc2ccccc2)C(=O)/C1=C\N1CCCc2ccccc21	101.0	0.3

Pulled by structure from above:
SMILES	Polio RdRp inh	Polio RdRp inh FP z-score
Cc1ccc(-n2c(CCC(=O)OCC(=O)Nc3cc(C)on3)nc3ccccc3c2=O)cc1	104.0	0.2
Cn1ccnc1SCc1cn2ccccc2n1	107.0	2.1
CC1CCN(CCCNC(=O)c2cn(C)c3ccc(S(=O)(=O)N(C)C4CCCCC4)cc3c2=O)CC1	108.0	0.7
O=S(=O)(Nc1nc2ccccc2nc1SCCO)c1cc(F)ccc1F	105.0	0.3
CCNC(=O)C1CC(=O)N(c2ccc(C)cc2)C1 (centres undefined)	101.0	0

Screening data as filed in PubChem BioAssay.

The list is partial, so the mix of outcomes need not match the whole.
